From PubChem
ELG1 genotox = induces genotoxicity in HEK293T cells with luciferase-tagged ELG1; 330,000 compounds, 1.3% hits; AID 504466; Potency, µM (highest dose often 46 µM), without a hit: top-dose activity change, positive = activation, hits mostly activators; HEK293T ELG1-luciferase reporter, luminescence, 16 h; also: % of control where 0% means no effect; nearly all actives have a fitted effect of over 60% in size
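Genotoxic stress is detected as increased luminescence from luciferase-tagged ELG1 in HEK293T cells, measured with ONE-Glo after a 16 hr treatment at 37 °C.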
RORg inh = blocks mouse ROR gamma transcriptional activity; 310,000 compounds, 5.4% hits; Potency, µM (titrated, usually from 53.6 µM), for the others: at the top dose activity change, negative = inhibition, hits mostly inhibitors; AID 2551; Drosophila S2 Gal4-RORgamma UAS-luciferase reporter, 20 h; also: % is scaled to controls: 0 for no effect and ±100 for the full control effect; nearly all actives have a fitted effect of over 60% in size
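Luminescence from a UAS-regulated Photinus luciferase reporter in stably transfected Drosophila Schneider cells is measured; decreased signal marks ROR gamma inhibition. Fusion expression is induced by 700 uM copper sulfate for 20 hr.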
MBNL1-CUG inh = blocks human MBNL1 binding to CUG repeat RNA. Q9NR56. TR-FRET MBNL1-His/biotin-(CUG)12 binding, 665/545 ratio. Potency, µM (top dose mostly 57.5 µM), for the others: at the top dose activity change, negative = inhibition, hits mostly inhibitors. 280,000 compounds, 0.036% hits. AID 2675; active = well fitted inhibition curve with a large enough effect in the signal ratio, with a control signal flat, not every such curve was filed as active; inconclusive = small, poorly fitted or top-dose-only effect, or effect the other way, or a change in a side signal; inactive = no such curve, though single readings can be large or run the other way; the % refers to the signal ratio; also: % is scaled to controls: 0 for no effect and ±100 for the full control effect
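Compounds (final 92 nM to 58 uM) are added to His-tagged MBNL1 and biotin-(CUG)12, then terbium anti-His antibody and streptavidin-XL665 (5 nM final). After 60 min at room temperature, the 665/545 nm ratio is read.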
FLuc counter = firefly luciferase modulation, counter-screen for miR-21 project | P08659 | 360,000 compounds, 6.9% hits | Potency, µM (highest dose often 57.5 µM), for the others: top-dose activity change, negative = inhibition, actives largely listed as inhibitors | purified FLuc, Km substrates, luminescence inhibition;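 also: plate controls were vehicle for no effect and reference inhibitor for full effect; nearly all actives have a fitted effect of over 55% in size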
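Biochemical qHTS of compounds, final roughly 60 µM downward over six points, against 10 nM purified firefly luciferase using Km concentrations of substrates (10 uM D-luciferin, 10 uM ATP) in Tris acetate pH 7.5 buffer; luminescence output.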
CXXC DNA block = blocks binding of human MLL CXXC domain to DNA. Potency, µM (doses to about 115 µM), for the others: top-dose activity change, negative = inhibition, actives largely listed as inhibitors. 290,000 compounds, 0.037% hits. MLL-CXXC / FITC-HOXA9 DNA fluorescence polarization. Q03164; active = well fitted inhibition curve with a large enough effect in the polarisation, with a control signal flat, not every such curve was filed as active; inconclusive = small, poorly fitted or top-dose-only effect, or effect the other way, or a change in a side signal; inactive = no such curve, though single readings can be large or run the other way; the % refers to the polarisation
Target sequence (Q03164 whole entry, looked up, the tested form may be a part): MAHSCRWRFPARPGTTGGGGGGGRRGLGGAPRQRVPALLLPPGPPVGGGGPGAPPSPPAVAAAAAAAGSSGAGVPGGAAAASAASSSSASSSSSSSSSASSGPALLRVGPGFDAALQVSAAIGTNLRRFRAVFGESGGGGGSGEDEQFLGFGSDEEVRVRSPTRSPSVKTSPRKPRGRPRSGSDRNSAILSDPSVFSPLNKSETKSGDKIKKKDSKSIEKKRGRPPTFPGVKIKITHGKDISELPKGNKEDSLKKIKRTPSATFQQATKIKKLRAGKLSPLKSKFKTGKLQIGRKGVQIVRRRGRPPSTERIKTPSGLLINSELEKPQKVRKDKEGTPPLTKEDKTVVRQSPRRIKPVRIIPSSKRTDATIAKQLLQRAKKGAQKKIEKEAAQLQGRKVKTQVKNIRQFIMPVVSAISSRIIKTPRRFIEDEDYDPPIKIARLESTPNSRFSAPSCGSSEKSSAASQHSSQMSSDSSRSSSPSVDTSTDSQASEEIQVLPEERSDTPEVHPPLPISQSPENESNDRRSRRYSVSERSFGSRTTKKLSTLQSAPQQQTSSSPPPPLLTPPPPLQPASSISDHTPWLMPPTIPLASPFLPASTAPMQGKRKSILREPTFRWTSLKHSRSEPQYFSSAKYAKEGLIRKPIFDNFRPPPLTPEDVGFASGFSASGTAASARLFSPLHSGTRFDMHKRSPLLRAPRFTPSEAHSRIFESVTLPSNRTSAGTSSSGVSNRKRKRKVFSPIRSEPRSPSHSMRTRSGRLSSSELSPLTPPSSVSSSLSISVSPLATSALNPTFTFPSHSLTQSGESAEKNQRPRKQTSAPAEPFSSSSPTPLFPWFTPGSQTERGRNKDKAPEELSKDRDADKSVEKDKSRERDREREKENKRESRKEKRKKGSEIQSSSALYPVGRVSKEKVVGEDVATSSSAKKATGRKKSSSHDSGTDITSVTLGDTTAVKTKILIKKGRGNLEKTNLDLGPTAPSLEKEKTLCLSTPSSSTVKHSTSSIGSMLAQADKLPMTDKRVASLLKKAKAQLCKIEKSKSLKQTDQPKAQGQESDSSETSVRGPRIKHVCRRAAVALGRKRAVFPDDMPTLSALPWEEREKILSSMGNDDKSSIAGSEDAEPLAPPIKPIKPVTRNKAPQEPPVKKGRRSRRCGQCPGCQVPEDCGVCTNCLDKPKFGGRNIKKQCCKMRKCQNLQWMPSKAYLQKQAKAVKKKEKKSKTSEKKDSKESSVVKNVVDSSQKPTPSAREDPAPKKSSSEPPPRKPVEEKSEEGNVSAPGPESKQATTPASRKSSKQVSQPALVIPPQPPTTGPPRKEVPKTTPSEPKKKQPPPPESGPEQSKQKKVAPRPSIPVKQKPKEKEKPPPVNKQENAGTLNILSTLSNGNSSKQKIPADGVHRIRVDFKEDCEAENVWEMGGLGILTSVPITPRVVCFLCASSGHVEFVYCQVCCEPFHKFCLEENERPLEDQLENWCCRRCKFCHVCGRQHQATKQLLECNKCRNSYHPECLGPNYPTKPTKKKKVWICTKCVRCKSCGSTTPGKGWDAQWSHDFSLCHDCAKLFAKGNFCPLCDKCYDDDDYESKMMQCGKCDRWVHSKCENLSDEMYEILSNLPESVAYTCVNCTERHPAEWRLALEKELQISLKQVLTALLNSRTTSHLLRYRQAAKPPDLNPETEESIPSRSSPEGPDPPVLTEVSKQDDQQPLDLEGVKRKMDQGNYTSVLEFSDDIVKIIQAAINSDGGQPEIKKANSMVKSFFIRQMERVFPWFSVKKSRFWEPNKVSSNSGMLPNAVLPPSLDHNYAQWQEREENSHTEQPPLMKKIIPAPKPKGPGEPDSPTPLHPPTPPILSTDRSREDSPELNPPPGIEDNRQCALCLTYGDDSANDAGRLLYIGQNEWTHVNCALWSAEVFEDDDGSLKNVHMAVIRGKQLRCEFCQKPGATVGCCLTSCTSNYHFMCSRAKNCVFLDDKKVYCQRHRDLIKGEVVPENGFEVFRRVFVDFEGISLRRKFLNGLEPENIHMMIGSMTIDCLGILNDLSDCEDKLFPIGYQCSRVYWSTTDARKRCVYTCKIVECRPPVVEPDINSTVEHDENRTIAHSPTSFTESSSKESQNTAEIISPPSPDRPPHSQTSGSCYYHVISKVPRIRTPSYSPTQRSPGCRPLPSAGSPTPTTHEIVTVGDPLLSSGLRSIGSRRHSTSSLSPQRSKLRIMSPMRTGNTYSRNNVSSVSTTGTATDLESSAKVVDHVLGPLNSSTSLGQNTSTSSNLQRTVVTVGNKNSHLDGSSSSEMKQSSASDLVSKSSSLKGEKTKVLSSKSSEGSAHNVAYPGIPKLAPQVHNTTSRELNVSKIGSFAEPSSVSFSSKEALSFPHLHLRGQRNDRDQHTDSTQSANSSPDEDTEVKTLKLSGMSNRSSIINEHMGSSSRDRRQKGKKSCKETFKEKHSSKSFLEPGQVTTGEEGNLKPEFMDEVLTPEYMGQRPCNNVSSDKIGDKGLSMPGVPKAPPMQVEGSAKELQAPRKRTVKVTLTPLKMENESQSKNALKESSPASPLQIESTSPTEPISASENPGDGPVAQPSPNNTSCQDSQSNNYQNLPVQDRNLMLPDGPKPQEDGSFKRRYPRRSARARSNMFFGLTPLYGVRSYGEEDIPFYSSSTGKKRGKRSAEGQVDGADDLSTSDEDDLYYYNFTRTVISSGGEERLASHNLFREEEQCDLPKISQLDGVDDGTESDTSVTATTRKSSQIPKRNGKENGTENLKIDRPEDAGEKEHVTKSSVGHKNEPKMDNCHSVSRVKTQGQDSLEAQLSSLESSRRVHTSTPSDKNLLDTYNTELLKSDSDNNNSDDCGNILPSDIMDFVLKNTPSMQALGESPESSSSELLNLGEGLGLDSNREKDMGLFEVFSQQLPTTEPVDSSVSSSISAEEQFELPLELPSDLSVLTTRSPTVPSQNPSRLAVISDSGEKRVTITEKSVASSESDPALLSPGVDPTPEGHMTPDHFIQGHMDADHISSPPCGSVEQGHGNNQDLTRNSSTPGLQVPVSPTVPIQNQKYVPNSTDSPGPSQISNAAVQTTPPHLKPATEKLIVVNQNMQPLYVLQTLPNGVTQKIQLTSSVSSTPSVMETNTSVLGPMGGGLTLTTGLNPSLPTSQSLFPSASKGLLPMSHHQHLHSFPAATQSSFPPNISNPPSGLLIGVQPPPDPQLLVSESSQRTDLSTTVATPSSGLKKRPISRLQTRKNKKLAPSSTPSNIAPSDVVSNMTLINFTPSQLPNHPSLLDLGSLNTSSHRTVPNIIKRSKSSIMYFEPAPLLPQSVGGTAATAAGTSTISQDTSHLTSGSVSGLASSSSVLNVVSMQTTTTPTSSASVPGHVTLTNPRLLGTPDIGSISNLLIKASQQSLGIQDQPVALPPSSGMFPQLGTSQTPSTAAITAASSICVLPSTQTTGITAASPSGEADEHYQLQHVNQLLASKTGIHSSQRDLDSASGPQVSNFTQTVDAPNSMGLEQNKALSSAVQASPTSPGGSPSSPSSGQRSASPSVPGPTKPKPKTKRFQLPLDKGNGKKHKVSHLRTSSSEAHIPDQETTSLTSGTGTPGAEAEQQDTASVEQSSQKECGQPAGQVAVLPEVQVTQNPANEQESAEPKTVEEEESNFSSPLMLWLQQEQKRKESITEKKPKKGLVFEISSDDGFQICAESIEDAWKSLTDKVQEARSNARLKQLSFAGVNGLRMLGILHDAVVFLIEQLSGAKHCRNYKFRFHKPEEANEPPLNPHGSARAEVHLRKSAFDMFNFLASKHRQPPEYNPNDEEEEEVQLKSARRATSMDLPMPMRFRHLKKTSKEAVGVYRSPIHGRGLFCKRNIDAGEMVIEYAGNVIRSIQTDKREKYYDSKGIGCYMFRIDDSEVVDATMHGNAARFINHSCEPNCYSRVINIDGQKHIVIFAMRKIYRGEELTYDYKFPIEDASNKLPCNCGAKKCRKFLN
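Steps: dispense CXXC domain solution (7 uM) → pin compounds or unlabeled HOX-A9 DNA control → 5 min ambient → add FLSN-HOX-A9 solution (50 nM) → spin → 30 min ambient → fluorescence polarization. Tris pH 7.5/NaCl/DTT/BSA buffer.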
BRCA1 expr act = activators of BRCA1 expression | MCF7-BRCA1-FFLuc reporter, luminescence, 48 h; response scale: scaled: vehicle 0%, 10 µM genistein 100% | Potency, µM (series often up to 46.1 µM), inactives show at the top dose activation, actives largely listed as activators | 380,000 compounds, 1.1% hits; also: nearly all actives have a fitted effect of over 80% in size; some results filed as inactive show a strong effect at the top dose
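First, MCF7-BRCA1-FFLuc cells (2000/well) attach for 2 h; next, compounds are pin-added and incubated 48 h at 37 °C; finally, luciferase reagent is added and luminescence read after 15 min.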
uPA generation = blocks generation of uPA at the cell surface; cell surface uPA generation assay, qHTS; Potency, µM (highest dose often 38.3 µM), for inactives: at the top dose activity change, negative = inhibition, actives largely listed as inhibitors; 330,000 compounds, 0.31% hits; AID 540303; active = well fitted inhibition curve with a large enough effect; inconclusive = small, poorly fitted or top-dose-only effect; inactive = no such curve, though single readings can be large or run the other way; tested in mouse RAW 264.7 cells; also: % is scaled to controls: 0 for no effect and ±100 for the full control effect; nearly all actives have a fitted effect of over 55% in size
VP16 counter = Gal4-VP16 reporter inhibition counter-screen | Drosophila S2 Gal4-VP16 UAS-luciferase, luminescence, 20 h | Potency, µM (highest dose often 53.6 µM), for the others: at the top dose activity, negative = inhibition, most hits filed as inhibitors | 310,000 compounds, 3.5% hits | AID 2546;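 also: Gal4-VP16 expression switched on by copper sulfate through the metallothionein promoter; % is scaled to controls: 0 for no effect and ±100 for the full control effect; nearly all actives have a fitted effect of over 50% in size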
NPC1 promoter act = activators of NPC1 promoter; AID 485313; 320,000 compounds, 2.4% hits; Potency, µM (series often up to 9.22 µM), for the others: at the highest dose activation, hits mostly activators; Huh7 NPC1 promoter luciferase reporter, 24 h;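 also: % of control where 0% means no effect; nearly all actives have a fitted effect of over 60% in size; reporter is driven by a mutant NPC1 promoter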
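In 1536-well qHTS, Huh7 cells harboring an NPC1 promoter–luciferase construct received compound for 24 h; activation was quantified by luminescence following luciferase reagent addition.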
Rab9 promoter act = Rab9 promoter activation; Huh7 Rab9 promoter-luciferase reporter, luminescence, 24 h; Potency, µM (top dose mostly 9.22 µM), inactives show top-dose activation, negative = inhibition, usual class: activators; 320,000 compounds, 2.8% hits; AID 485297; also: % of control where 0% means no effect; nearly all actives have a fitted effect of over 60% in size
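Huh7 cells stably carrying a Rab9 promoter-luciferase reporter, 1500 cells per well in OP-MEM I with 10% FBS, treated with compound 24 hours at 37C. Luciferase activity read by luminescence after 10 minutes with Amplite reagent.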
p53 reactivation = re-activators of mutant p53; H1299 p53-A138V BP100-luciferase reporter, luminescence, 24 h; Potency, µM (series often up to 92.2 µM), inactives show top-dose activity change, positive = activation, actives largely listed as activators; 320,000 compounds, 0.063% hits; AID 504706; also: % of control where 0% means no effect; nearly all actives have a fitted effect of over 45% in size
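H1299 (p53-null), stable ts p53-A138V + BP100-Luc; 1000 cells/well, Opti-MEM/10% FBS; cpd 4 pt, 1:5; 24 h, 37 deg C, 5% CO2; detection reagent 10 min RT; luminescence.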
* marks the source's active call; other numbers are inactive results; ? = inconclusive; / = no result given; [ ] = another dose, or the depositor's remark. Unless noted, calls follow the shape of the dose curve; as a rule, active = well fitted curve in the direction sought with a large enough effect; inconclusive = small, poorly fitted or top-dose-only effect, or another doubt; inactive = no such curve, though single readings can be large; an effect the other way counts as inactive or inconclusive. Potency is read from the fitted curve at half-maximal effect.

nr	structure	ELG1 genotox	RORg inh	MBNL1-CUG inh	FLuc counter	CXXC DNA block	BRCA1 expr act	uPA generation	VP16 counter	NPC1 promoter act	Rab9 promoter act	p53 reactivation
1	COC(=O)Cn1cc(C(=O)OC)c2ccccc21	5.4%	8.7%[0.365 µM]	5.4%	3.6%	-0.1%	-12.0%	2.9%	/	-1.6%	-0.4%	14.2%
2	Cc1ccc(NC(=O)c2cc(CC(C)C)nc3ccccc23)cc1	0.8%	2.2%	-5.8%	-7.8%	-2.2%	-35.3%	13.0%	-5.0%	-3.7%	-2.7%	-2.7%
3	CN(CC(=O)Nc1ccc(Cl)c(C(F)(F)F)c1)C(=O)C1CC(=O)N(CCc2ccccc2)C1 (configuration not stated)	-5.5%	/	/	2.0%	/	-67.3%	1.6%	/	-4.3%	-9.9%	-9.8%
4	COc1ccc(Cc2nnc(NC(=O)C3CC(=O)N(c4ccccc4)C3)s2)cc1OC (configuration not stated)	-7.2%	22.1%	8.1%	-2.3%	3.7%	0.0%	-4.8%	-0.6%	-2.7%	-0.6%	-4.8%
5	COc1cccc(NC(=O)c2ccn(C)n2)c1	?	-17.7%	-7.9%	?	-5.9%	85.2%	1.6%	-15.4%	?	2.82µM*	?
6	Cc1cc(OC(C)C(=O)NC2CC(C)(C)NC(C)(C)C2)c2c(C)cc(=O)oc2c1 (configuration not stated)	3.9%	-26.7%	-9.0%	2.5%	-4.6%	9.8%	-5.8%	-13.4%	-5.1%	-2.8%	11.5%
7	Cc1ccc(NC(=O)c2ccc3c(c2)[nH]c(=O)n3C(C)C)cc1	-4.2%	-1.6%	-3.9%	?	4.9%	72.2%	3.5%	14.9%	6.9%	7.9%	3.4%
8	CCOc1ccccc1NC(=O)CSc1ccc([N+](=O)[O-])cc1	-13.2%	-24.3%	?	-5.4%	-5.2%	-7.1%	-1.9%	9.7%	0.9%	-3.3%	-2.0%
9	CN(Cc1ccc(OC(F)F)cc1)C(=O)C1CCN(S(=O)(=O)c2ccc3c(c2)OCCO3)CC1	-3.9%	/	/	-0.2%	/	-13.3%	-10.3%	/	2.2%	-5.0%	9.4%
10	O=C(NC1CCCC1)C(c1ccc(F)cc1)N(Cc1ccc(Cl)cc1)C(=O)CCl (configuration not stated)	5.4%	-8.5%	-3.5%	6.9%	4.1%	-8.6%	-0.9%	2.3%	0.0%	-28.7%	-2.8%
11	Cc1nnc2nc(-c3ccccc3)nc(-c3ccccc3)n12	-5.4%	-24.6%	4.3%	-7.1%	-0.8%	1.3%	-15.1%	2.9%	-0.8%	8.6%	1.9%
12	NC(=O)c1ccc([N+](=O)[O-])cc1SCc1ccccc1	2.1%	15.2%	?	5.2%	-2.7%	-7.1%	8.5%	0.7%	-5.6%	-7.1%	4.6%
13	CCN(Cc1ccccc1)S(=O)(=O)c1ccc(F)cc1	-0.9%	2.1%	-6.5%	4.8%	-8.6%	-20.5%	-4.4%	-1.5%	-0.4%	-1.3%	8.9%
14	CS(=O)(=O)c1ccc(Cl)c(NC(=O)COC(=O)COc2ccc3c(c2)CCC3)c1	1.6%	/	/	6.6%	/	-1.7%	0.0%	/	-4.7%	0.4%	10.7%
15	O=C(CSC1CN(C(c2ccccc2)c2ccccc2)C1)N/N=C/c1ccccc1	-2.8%	-0.7%	/	5.9%	12.1%	-62.9%	1.8%	-1.1%	1.8%	-0.4%	16.4%
16	CCCCc1nc2sc3c(SCCN(C)C)ncnc3c2c2c1CCC2	-7.5%	0.6%	5.9%	?	?	-2.5%	-1.5%	-9.9%	-2.7%	-5.8%	-2.2%
17	Cc1cccc(OCC(=O)Nc2ccccc2N2CCN(C(=O)C(C)C)CC2)c1C	-28.3%	0.2%	-1.0%	2.6%	9.8%	-2.1%	4.0%	-9.4%	-3.7%	-3.2%	8.8%
18	O=C(O)CCNC(=O)COc1ccc2c3c(c(=O)oc2c1)CCCC3	0.5%	10.0%	6.2%	-17.4%	2.0%	-9.1%	0.5%	-13.5%	0.2%	-2.9%	0.9%
19	COc1ccccc1-n1c(SCC(=O)NC(C)(C)C)nc(O)cc1=O	-6.0%	-1.7%	0.2%	-0.5%	-6.8%	-22.7%	3.3%	-6.1%	1.8%	2.5%	3.2%
20	Cc1ccc(-c2nnc(NC(=O)c3c(F)cccc3Cl)s2)cc1	7.1%	-32.7%	-4.0%	-11.3%	/	32.8%	-10.8%	?	12.4%	9.8%	/
21	CCc1cccc(C)c1NC(=O)c1ccccc1	2.8%	-23.2%	-8.4%	-0.8%	-6.8%	1.2%	0.4%	-3.1%	-6.7%	-2.8%	1.9%
22	Nc1nnc(SCCCC(=O)c2ccccc2)s1	9.5%	26.6%	-1.6%	?	4.7%	?	2.7%	?	17.2%	26.3%	?
23	COC(=O)C1CC(=O)N(c2ccc(C)cc2)C1 (configuration not stated)	2.9%	-10.6%	-5.6%	5.9%	10.5%	9.9%	1.6%	-0.7%	-2.6%	-3.5%	10.5%
24	CCn1c(SCc2nc3ccccc3[nH]2)nnc1-c1cnccn1	9.6%	0.3%	-4.5%	1.2%[2.3 µM]	6.6%	60.9%	/	21.7%	15.3%	26.0%	28.3%
25	O=C(CCS(=O)(=O)c1ccc(Cl)cc1)Nc1nc(-c2ccncc2)cs1	-2.5%	8.0%	2.4%	3.7%	0.1%	-37.5%	-25.5%	-7.7%	-2.3%	-0.3%	-3.6%
26	C=CCNC(=O)c1oc2ccc(S(=O)(=O)N3CCCCC3)cc2c1C	-3.5%	0.0%	-5.3%	2.7%	-2.8%	-15.2%	-6.7%	-11.9%	-3.0%	1.1%	-1.8%
27	Cc1cn2c(N)c(/C=C3\C=Nc4ccccc43)c(=O)nc2s1	-6.7%	37.9%	/	-11.3%	3.0%	24.3%	4.9%	-5.7%	?	27.3%	1.3%
28	COc1cc(OC)cc(C(=O)NC(=S)Nc2ccc3c4c(cccc24)CC3)c1	-2.3%	?	0.3%	0.7%	30.9%[activator]	8.1%	-1.6%	5.62µM*	-1.9%	-1.4%	11.9%
29	Cc1ccc(SCCC(=O)NCc2ccco2)cc1	1.8%	-30.9%	2.1%	-3.4%	-2.0%	-18.6%	0.9%	4.6%	-1.7%	-2.4%	9.2%
30	Cc1cc(C)nc(SCCn2c(N(C)Cc3ccccc3)nc3c2c(=O)n(C)c(=O)n3C)n1	-6.0%	31.5%	-8.1%	-2.5%	12.9%	-6.7%	/	5.0%	2.9%	-3.7%	3.4%
31	CC(=O)Nc1ccc(C2C(=O)c3ccccc3C2=O)cc1	23.1µM*	0.5%	?	2.13µM*	-2.7%	81.9%	1.6%	-2.3%	?	?	6.4%
32	COc1ccc(NS(=O)(=O)c2cc(C)ccc2NC(=O)c2cc(C)oc2C)cc1	-7.5%	25.1%	2.7%	-64.9%	9.4%	-76.9%	-16.9%	-6.6%	-13.6%	-22.3%	14.5%
33	CN(C(=S)Nc1ccc(Oc2ccccc2)cc1)c1ccc(O)cc1	-0.3%	-1.1%	-6.2%	-10.3%	-2.2%	-48.5%	-4.9%	-0.9%	9.4%	16.3%	-11.7%
34	CCCCn1c(N)c(N(CC(C)C)C(=O)C2=NN(c3cc(C)ccc3C)C(=O)CC2)c(=O)[nH]c1=O	1.4%	/	/	-1.2%	/	9.7%	-2.2%	/	2.8%	7.2%	-0.9%
35	Cc1cc(Cl)c(C)c(S(=O)(=O)Oc2ccccc2NC(=O)CCC(=O)O)c1Cl	1.4%	/	/	-1.4%	/	13.6%	9.4%	/	-7.3%	-8.1%	-0.3%
36	COc1ccc(OC)c(NC(=S)NCCCN2CCOCC2)c1	-3.3%	-2.6%	/	-2.6%	4.3%	-28.5%	-0.3%	-3.1%	-1.9%	-3.6%	-3.9%
37	COc1ccc(-c2noc(CN(C)C(=O)c3ccco3)n2)cc1	12.7%	20.4%	-5.8%	?	-0.2%	30.5%	4.6%	?	2.0%	10.8%	15.9%
38	Cc1nc(N)nc(-c2ccccc2O)n1	4.2%	?	-1.9%	0.3%	-3.5%	9.8%	-2.7%	-0.3%	0.1%	-1.2%	7.7%
39	CCOC(=O)C(C)C(C)=O (configuration not stated)	1.5%	-3.6%	/	0.5%	/	0.0%	-87.9%	-2.1%	-0.5%	-1.5%	1.8%
40	Cc1cc2c(NCc3ccccc3)ncnc2s1	-6.1%	24.4%[1.91 µM]	-3.5%	3.1%	3.1%	1.6%	-3.2%	?	-17.5%	-27.1%	/
41	COc1ccccc1CNS(=O)(=O)CC12CCC(CC1=O)C2(C)C (configuration not stated)	-2.9%	-35.6%	-1.4%	-2.6%	-9.0%	1.0%	15.0%	?	1.7%	3.5%	-6.1%

A portion of the library; the hit share may differ from the screen's.
